TNAP inh hiacc – blocks human TNAP under high phosphate acceptor concentration | P05186 | purified TNAP, CDP-star luminescence, 1 M DEA | inhibition, % at 20 µM | hit rate 0.03% among 200,000;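 active = over 50% inhibition of tissue-nonspecific alkaline phosphatase at 20 µM in the single-dose screen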;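 also: plate controls were DMSO wells for no effect and EDTA-quenched wells as full inhibition for full effect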
Target sequence (P05186 whole entry, looked up): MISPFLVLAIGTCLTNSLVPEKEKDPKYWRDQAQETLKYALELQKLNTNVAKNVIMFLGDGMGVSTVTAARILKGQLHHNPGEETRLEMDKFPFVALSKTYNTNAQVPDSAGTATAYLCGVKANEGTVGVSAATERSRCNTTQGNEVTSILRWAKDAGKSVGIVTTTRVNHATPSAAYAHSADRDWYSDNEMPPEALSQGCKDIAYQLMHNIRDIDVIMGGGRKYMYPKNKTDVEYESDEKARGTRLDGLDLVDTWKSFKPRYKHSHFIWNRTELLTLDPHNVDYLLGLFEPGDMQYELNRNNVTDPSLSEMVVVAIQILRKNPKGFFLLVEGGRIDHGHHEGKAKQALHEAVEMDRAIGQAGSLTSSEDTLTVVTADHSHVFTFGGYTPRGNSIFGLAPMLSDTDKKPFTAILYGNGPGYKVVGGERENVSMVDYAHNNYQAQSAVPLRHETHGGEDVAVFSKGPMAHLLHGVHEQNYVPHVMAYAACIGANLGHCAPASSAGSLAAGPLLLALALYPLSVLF
PPARg SRC3 recr – promotes SRC-3 coactivator recruitment by human PPARgamma; AID 731; biochemical PPARgamma/SRC-3 coactivator recruitment assay; P37231; activation, % at 8 µM; hit rate 0.26% among 200,000; in the data active = activation above about 23%;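 also: 0% = DMSO and 100% = reference agonist; some compounds past the cut are filed as inactive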
Target sequence (P37231 whole entry, looked up): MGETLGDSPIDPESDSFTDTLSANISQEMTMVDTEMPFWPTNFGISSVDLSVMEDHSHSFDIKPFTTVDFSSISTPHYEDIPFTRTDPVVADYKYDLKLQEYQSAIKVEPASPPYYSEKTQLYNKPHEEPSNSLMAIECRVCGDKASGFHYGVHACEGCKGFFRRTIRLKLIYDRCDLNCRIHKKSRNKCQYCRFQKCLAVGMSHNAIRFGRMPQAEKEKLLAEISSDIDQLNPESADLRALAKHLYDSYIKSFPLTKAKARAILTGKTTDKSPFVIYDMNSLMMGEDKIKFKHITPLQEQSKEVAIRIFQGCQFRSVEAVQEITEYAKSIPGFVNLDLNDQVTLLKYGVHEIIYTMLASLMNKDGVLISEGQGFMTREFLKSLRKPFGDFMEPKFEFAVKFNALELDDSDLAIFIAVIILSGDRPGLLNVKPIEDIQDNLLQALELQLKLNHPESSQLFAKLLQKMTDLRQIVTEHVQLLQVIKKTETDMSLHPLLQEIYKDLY
bIAP inhibitor – intestinal alkaline phosphatase (bovine) inhibition; purified bovine IAP, CDP-star luminescence, 30 min; inhibition, % at 20 µM; 190,000 tested, under 10 active; AID 1019;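 active = over 50% inhibition of intestinal alkaline phosphatase at 20 µM in the single-dose screen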
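test system = bovine IAP enzyme | medium = DEA buffer 100 mM, pH 9.8, with MgCl2 1.0 mM, ZnCl2 0.02 mM | detection = luminescence | dosing = single compound dose of 20 µM, 2% DMSO final | incubation = 30 min reaction at room temperature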
TNAP act hiacc – activators of human TNAP at high phosphate acceptor concentration | P05186 | purified TNAP, CDP-star luminescence, 1 M DEA, 30 min; stronger effect = higher value; 0 = EDTA background, 1 = DMSO-only activity | activation factor at 20 µM | 200,000 tested, under 10 active;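 active = activation factor at least 2 at 20 µM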
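system = human TNAP | amount = enzyme diluted 1/800 final | reagent = 100 µM CDP-star substrate | signal = luminescent substrate turnover signal | dosing = one dose, 20 µM | benchmarks = EDTA negative control, DMSO positive control | measure = activation factor | timing = 30 min reaction, room temperature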
TNAP inh noacc – inhibitors of human TNAP without phosphate acceptor | P05186 | purified TNAP, CDP-star luminescence, 30 min | inhibition, % at 20 µM | hit rate 0.26% among 200,000;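 active = tissue-nonspecific alkaline phosphatase inhibition above about 50% at 20 µM in the single-dose screen, limit read from the data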;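 also: 0% = DMSO negative control and 100% = EDTA positive control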
TR-FRET SRC-2 ct – flags TR-FRET format artefacts in PPARgamma SRC-2 recruitment agonist screen; TR-FRET artefact counter-screen; stronger effect = higher value; TR-FRET ratio at 8 µM; hit rate 0.4% among 200,000; AID 1049; in the data active = TR-FRET ratio above about 2000; also: inactives centre near 1500
PPARg SRC-1 ag – agonists of human PPARgamma SRC-1 coactivator recruitment. activation, % at 8 µM. PPARgamma-SRC-1 coactivator recruitment biochemical assay. AID 631. hit rate 0.41% among 200,000; in the data active = activation above about 19%;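 also: 0% = DMSO and 100% = reference agonist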
bIAP act – increases bovine intestinal alkaline phosphatase activity; hit rate 0.17% among 200,000; activation factor at 20 µM; purified bovine IAP, CDP-star luminescence, 30 min; stronger effect = higher value; fold of DMSO-control signal, blank-subtracted;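 active = activation factor of 2 or more at 20 µM, a signal rise over negative controls twice the positive control's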
PPARg SRC-2 ag – promotes SRC-2 coactivator recruitment by human PPARgamma; PPARgamma LBD-SRC-2 recruitment, biochemical; activation, % at 8 µM; hit rate 0.34% among 200,000; AID 1032; in the data active = activation above about 22%;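 also: 0% = vehicle and 100% = reference agonist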
Efa HMGR inh – E. faecalis class II HMG-CoA reductase inhibition; AID 1066; inhibition, % at 10 µM; purified E. faecalis HMGR, NADPH absorbance 340 nm kinetic; hit rate 0.41% among 190,000;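 active = inhibition above a set limit, the median over all tested compounds plus 3 SD, cut at about 9.5% in these data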;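 also: enzyme runs in reverse so mevalonate oxidation gives rising NADPH absorbance; 0% = complete reaction with DMSO and 100% = background rate lacking mevalonate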
* hit, by the source's call; / = no result given.

SMILES	TNAP inh hiacc	PPARg SRC3 recr	bIAP inhibitor	TNAP act hiacc	TNAP inh noacc	TR-FRET SRC-2 ct	PPARg SRC-1 ag	bIAP act	PPARg SRC-2 ag	Efa HMGR inh
COc1ccc2cc(C#N)c(Nc3cccc(F)c3)nc2c1	1	-3	0	1	-8	1804	4	1	4	0
Cn1nnnc1SCCNCc1cc(Cl)ccc1OCc1ccccc1	-2	-2	3	1	-11	1637	3	1	9	2
CC(C)N1CCN(CC#Cc2ccccc2)CC1CCO (centres undefined)	-3	-2	-3	1	-9	1588	-3	1	-1	-2
Nc1nnc(SCc2ccccc2F)n1-c1ccccc1	-4	8	7	1	-10	1372	1	0.9	1	-3
O=C(Nc1cccc(-c2cn3c(n2)SCC3)c1)c1ccc2ccccc2n1	-2	-6	-9	1	-6	1447	-2	1.1	-6	-1
COc1ccc2oc(C(=O)OCc3c(C)noc3C)c(C)c2c1	2	-1	-8	1	0	1623	-2	1.1	-4	5
CCO[C@@H]1OC(C(=O)NCc2nc3ccccc3[nH]2)=C[C@H](c2csc3ccccc23)[C@H]1CCCO	-4	-2	-28	1	-17	1439	-5	1.3	-5	3
CC(=NC1CCN(Cc2ccccc2)CC1)c1c(O)[nH]c(=O)[nH]c1=O	-4	2	20	1	-10	1790	-1	0.8	-2	1
Cc1ccc2cccc(S(=O)(=O)Nc3c(C)n(C)n(-c4ccccc4)c3=O)c2n1	0	-1	1	1	-8	1601	3	1	0	-3
COc1cc2oc3ccccc3c2cc1N(CC(=O)N1CCCCC1)S(=O)(=O)c1ccc(C)cc1	-8	-3	-7	1.1	-7	1490	-7	1.1	6	-3
Cc1ccc(C)c(OCCn2cc(/C=C(\C#N)C(=O)NCc3cccs3)c3ccccc32)c1	0	6	29	1	-1	1660	-4	0.7	5	2
CCOC(=O)c1cccnc1NC(=O)c1ccncc1	-3	2	19	1	-8	1550	6	0.8	0	-3
Cc1ccc(C(=O)CSc2nnc(-c3ccco3)n2CC2CCCO2)cc1 (centres undefined)	-3	-2	2	1	-3	1578	7	1	2	2
CCCCSc1nc(N)c(C#N)c(-c2cccs2)c1C#N	-1	0	14	1	-4	1617	0	0.9	4	3
Cc1cc(NC(=O)CCC(=O)N(Cc2cccs2)C(C(=O)NC2CCCC2)c2ccccc2)no1 (centres undefined)	-1	6	-13	1	-10	1441	5	1.1	-1	1
Cc1cc(N2CCN(C(=O)c3ccco3)CC2)n2nc(-c3cccc(F)c3)cc2n1	-5	-7	-3	1.1	-3	1412	2	1	0	1
Cc1cc(O)c2c(c1)C(O)(C1OC(CO)C(O)C(O)C1O)c1cccc(O)c1C2=O (centres undefined)	0	-1	8	1	-12	1613	3	0.9	4	-1
N#CC1=C(N)N(c2ncn[nH]2)C2=C(C(=O)CCC2)C1c1ccc(F)cc1 (centres undefined)	-5	-2	6	1.1	-9	1579	-6	0.9	-9	-2
CNCc1ccccc1Sc1ccc(O)c(O)c1	14	2	-4	0.9	28	1461	5	1	-1	3
CCOC(=O)c1ccc(COC(=O)c2nonc2N)cc1	5	-7	2	1	16	1285	-1	1	-1	-6
CCOc1ccc(-c2onc(C(F)(F)F)c2-c2cscn2)c(O)c1	3	2	6	1	4	1641	-1	0.9	1	1
CCCCOc1ncnc2c1[nH]c1ccc(OCC)cc12	1	15	14	1	-2	1511	4	0.9	12	-1
NC(=O)c1ncc(C(F)(F)F)cc1Oc1cccnc1	-1	3	-2	1	-6	1655	6	1	4	1
NC(=O)CC[C@H](NC(=O)c1ccc(F)cc1)C(=O)OCC(=O)NCc1ccc(F)cc1	1	6	-6	1	-5	1475	-2	1.1	8	-1
CCOc1cc(CNCc2ccc(C(=O)O)cc2)ccc1OC	-6	-2	-7	1.1	-10	1515	4	1.1	-3	-3

Of the compounds above, 2 have a CF3 group:
SMILES	TNAP inh hiacc	PPARg SRC3 recr	bIAP inhibitor	TNAP act hiacc	TNAP inh noacc	TR-FRET SRC-2 ct	PPARg SRC-1 ag	bIAP act	PPARg SRC-2 ag	Efa HMGR inh
CCOc1ccc(-c2onc(C(F)(F)F)c2-c2cscn2)c(O)c1	3	2	6	1	4	1641	-1	0.9	1	1
NC(=O)c1ncc(C(F)(F)F)cc1Oc1cccnc1	-1	3	-2	1	-6	1655	6	1	4	1

The listing continues.
SMILES	TNAP inh hiacc	PPARg SRC3 recr	bIAP inhibitor	TNAP act hiacc	TNAP inh noacc	TR-FRET SRC-2 ct	PPARg SRC-1 ag	bIAP act	PPARg SRC-2 ag	Efa HMGR inh
O=C(CCNS(=O)(=O)c1ccc(Cl)cc1)NCc1cccnc1	-5	2	7	1	-10	1652	-3	0.9	12	-5
CC(=O)Nc1ccc(NC(=O)COC(=O)c2cnccn2)cc1	-4	-1	19	1	-17	1344	0	0.8	4	-4
CC(=O)N1CCN(CC(=O)Nc2ccccc2Sc2ccc(Cl)cc2)CC1	-7	4	1	1.1	-24	1482	1	1	1	-4
Cc1noc(C)c1C(=O)N1CCCC(C(=O)c2ccc(Cl)cc2)C1 (centres undefined)	-5	5	-4	1	-5	1669	10	1	8	-4
O=c1[nH]c(CSc2nnc(-c3ccncc3)n2Cc2ccco2)nc2ccccc12	-4	-12	1	1	-11	1475	0	1	0	-3
CC(=NCCN1CCN(C(=S)Nc2ccccc2)CC1)C1=C(O)CC(C)(C)CC1=O	-7	8	-1	1.1	-12	1520	-6	1	6	2
O=c1[nH][nH]c(C(F)(F)F)c1C=Nc1cccc(Cl)c1	-5	6	6	1	-4	1467	-9	0.9	0	1
O=C(CC1CCCCC1)NCc1ccco1	-5	-2	7	1.1	-5	1760	-3	0.9	1	4
Cc1cc(C)nc(NC(=O)/C=C/c2ccccc2Cl)c1	-4	-2	1	1	-16	1728	0	1	1	2
CCOc1cc(/C=N/NC(=O)c2cccnc2)cc(Br)c1OCC(N)=O	-1	-1	3	1	-8	1501	-2	1	7	-3
COc1ccc(S(=O)(=O)Nc2cc3c4c(oc3c3ccccc23)CC(C)(C)CC4=O)cc1	-2	2	2	1	-6	1441	3	1	0	-4
C=CCNC(=S)NNC(=O)c1cccc(Br)c1	-1	-2	0	1	-83	1483	3	1	1	-1
COc1cc(/C=c2\sc3n(c2=O)CCCN=3)ccc1O	15	15	26	0.8	6	1434	5	0.7	-10	-5
COc1ccc(C(C(=O)OCCN(C)C)c2ccccc2)cc1 (centres undefined)	-3	5	-3	1	-12	1678	7	1	0	-7
O=C1COc2ccccc2CN1	-7	0	-2	1.1	-9	1387	-3	1	-9	/
COc1ccc(NS(=O)(=O)c2cccc(C(=O)N/N=C/c3cccs3)c2)cc1	-6	4	-6	1.1	-12	1541	-5	1.1	2	0
Cc1ccnc2nc(C(=O)OCCOc3ccc(Cl)cc3)nn12	-4	-2	38	1	-10	1556	-1	0.6	6	7
CCOC(=O)N1CCC(NC(=O)c2ccc3c(c2)sc2nc(-c4cccc(OC)c4)cn23)CC1	-8	3	11	1.1	-18	1825	2	0.9	9	-2
O=C(O)C1CCC(=O)N1Cc1ccc(F)cc1 (centres undefined)	-5	-5	32	1	-12	1308	3	0.7	4	1
COc1cc2c(cc1NC(=O)CC1SC(N3CCCC3)=NC1=O)oc1ccccc12 (centres undefined)	-3	3	-5	1	-6	1513	-2	1	2	-6
Cn1c(SCc2ccccc2F)nnc1-c1cnccn1	-4	-2	9	1	-7	1619	7	0.9	0	-5
CCOC(=O)C1=C(C)N(CCCC(=O)O)C(=O)NC1c1ccc(OC)cc1 (centres undefined)	-2	-4	23	1	-10	1416	-5	0.8	-2	-8
CCOC(=O)c1c(C)nc(-c2ccccc2)nc1NC(=O)CC	-2	-1	8	1	-3	1466	1	0.9	-3	-9
O=C(/C=C/c1ccc(OC2CSC2)cc1)c1ccc(Cl)cc1	-5	-3	10	1.1	-7	1576	3	0.9	-1	3
CCC(C)(C)NC(=O)C(c1ccc(OC)cc1)N(CC1CCCO1)C(=O)CCC(=O)Nc1cc(C)on1 (centres undefined)	-4	2	9	1	-13	1468	-4	0.9	6	1
Following part.
SMILES	TNAP inh hiacc	PPARg SRC3 recr	bIAP inhibitor	TNAP act hiacc	TNAP inh noacc	TR-FRET SRC-2 ct	PPARg SRC-1 ag	bIAP act	PPARg SRC-2 ag	Efa HMGR inh
CC(c1ccco1)N(C(=O)C12CC3CC(CC(C3)C1)C2)c1ccccn1 (centres undefined)	-4	-1	1	1	-4	1557	-5	1	8	-8
c1ccc(-c2nnc(CN3CCC4(CC3)OCCO4)o2)cc1	-2	-4	7	1	-10	1341	-3	0.9	-11	3
CCOc1ccc(/C=N/OCC(=O)Nc2ccc(OCc3ccccc3)cc2)cc1OC	-8	-1	-3	1.1	1	1613	3	1	5	0
COc1ccc2cc(C(C)c3nc4ccccc4c(=O)n3N)ccc2c1 (centres undefined)	-7	0	-12	1.1	0	1457	5	1.1	1	4
COc1ccc(CC(=O)O/N=C(\N)c2cccc([N+](=O)[O-])c2)cc1	0	-2	-2	1	-3	1426	-8	1	3	-2
O=C(Cn1c(SCC(=O)NC2CCCC2)nnc1-c1ccncc1)Nc1ccc2c(c1)OCO2	-3	6	6	1	-11	1640	7	0.9	1	-3
Cc1ccc(C2=C/C(=C\c3cccnc3)C(=O)O2)cc1	-4	4	-2	1	-10	1600	0	1	-5	-2
Cc1ccc(O)c(C=Nc2ccc3[nH]ncc3c2)c1	8	5	2	0.9	-36	1495	-2	1	-4	1
O=C(NNC(=S)Nc1ccccc1)c1cccc(Br)c1	-6	0	11	1.1	-25	1591	-6	0.9	14	-3
CC(C)n1c(N2CCN(CC(=O)Nc3ccc4c(c3)OCCO4)CC2)nc2ccccc21	-6	4	-14	1.1	4	1413	-1	1.1	-2	-2
COc1ccc(OCc2n[nH]c(=S)n2N)cc1	-4	7	13	1	-13	1646	3	0.9	5	0
O=C(N/N=C/c1cccs1)c1cnccn1	-5	-2	29	1.1	-2	1511	1	0.7	10	-3

Profiles as entered above:
O=C(N/N=C/c1cccs1)c1cnccn1 is entered as TNAP inh hiacc: -5; PPARg SRC3 recr: -2; bIAP inhibitor: 29; TNAP act hiacc: 1.1; TNAP inh noacc: -2; TR-FRET SRC-2 ct: 1511; PPARg SRC-1 ag: 1; bIAP act: 0.7; PPARg SRC-2 ag: 10; Efa HMGR inh: -3
O=C(Cn1c(SCC(=O)NC2CCCC2)nnc1-c1ccncc1)Nc1ccc2c(c1)OCO2 is entered as TNAP inh hiacc: -3; PPARg SRC3 recr: 6; bIAP inhibitor: 6; TNAP act hiacc: 1; TNAP inh noacc: -11; TR-FRET SRC-2 ct: 1640; PPARg SRC-1 ag: 7; bIAP act: 0.9; PPARg SRC-2 ag: 1; Efa HMGR inh: -3
COc1ccc(CC(=O)O/N=C(\N)c2cccc([N+](=O)[O-])c2)cc1 is entered as TNAP inh hiacc: 0; PPARg SRC3 recr: -2; bIAP inhibitor: -2; TNAP act hiacc: 1; TNAP inh noacc: -3; TR-FRET SRC-2 ct: 1426; PPARg SRC-1 ag: -8; bIAP act: 1; PPARg SRC-2 ag: 3; Efa HMGR inh: -2
